Screening results: PubChem, Broad Institute
IDH1 mut inh: blocks human IDH1 R132H reductase activity; diaphorase/resazurin fluorescence, 60 min; inhibition, % at 10 µM; 70,000 compounds, 0.18% hits; AID 624101; in the data active = inhibition above about 34%;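 also: 0% = DMSO and 100% = no enzyme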
EZH2 inh: blocks human EZH2/PRC2 H3K27 methylation; Q15910; DELFIA TRF, 1 h; inhibition, % at 12.5 µM; 57,000 compounds, 0.35% hits;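 active = mean inhibition of replicates at least 50% and every single replicate also reaching 50%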;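 also: dimethyl H3K27 on biotinylated H3 21-44 peptide detected by antibody; plate controls were median neutral control wells for no effect and median positive control wells for full effect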
Target sequence (Q15910 whole entry, looked up): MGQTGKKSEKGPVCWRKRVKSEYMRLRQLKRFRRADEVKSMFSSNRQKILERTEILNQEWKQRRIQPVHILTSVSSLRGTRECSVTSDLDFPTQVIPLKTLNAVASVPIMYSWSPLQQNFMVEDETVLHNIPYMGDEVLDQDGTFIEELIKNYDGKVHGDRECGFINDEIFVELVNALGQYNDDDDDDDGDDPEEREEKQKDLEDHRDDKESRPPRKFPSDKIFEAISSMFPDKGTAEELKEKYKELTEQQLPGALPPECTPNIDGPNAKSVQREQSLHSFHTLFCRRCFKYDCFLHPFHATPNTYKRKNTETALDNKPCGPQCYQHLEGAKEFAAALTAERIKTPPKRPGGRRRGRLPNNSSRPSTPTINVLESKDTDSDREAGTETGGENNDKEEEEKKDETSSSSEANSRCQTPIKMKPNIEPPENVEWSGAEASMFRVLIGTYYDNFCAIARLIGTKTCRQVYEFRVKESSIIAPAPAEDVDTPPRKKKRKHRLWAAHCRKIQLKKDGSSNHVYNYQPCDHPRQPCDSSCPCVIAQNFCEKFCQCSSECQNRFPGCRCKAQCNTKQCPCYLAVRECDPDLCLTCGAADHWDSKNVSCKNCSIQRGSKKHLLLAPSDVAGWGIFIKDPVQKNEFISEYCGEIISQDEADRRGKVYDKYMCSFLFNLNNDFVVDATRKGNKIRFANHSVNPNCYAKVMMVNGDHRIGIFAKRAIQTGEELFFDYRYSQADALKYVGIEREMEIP
Active calls of the source: *; nt = no result given.

Value order – IDH1 mut inh, EZH2 inh
- O=C(NCC[C@H]1CC[C@H](NS(=O)(=O)Cc2ccccc2)[C@@H](CO)O1)C1CCCC1
 : 0.2, 0.7
- COc1cc(S(=O)(=O)NCC2CCCO2)c(OC)cc1Cl (stereo not drawn)
 : -0.4, -9.6
- C[C@H](CO)N1C[C@H](C)[C@H](CN(C)C)Oc2c(NC(=O)CCCCCC(=O)Nc3ccccc3N)cccc2C1=O
 : nt, 15.3
- COc1ccc(NC(=O)N(C)C[C@@H]2Oc3ccc(NS(=O)(=O)c4ccc(Cl)cc4)cc3CC(=O)N([C@@H](C)CO)C[C@H]2C)cc1
 : -0.1, nt
- O=C(C[C@H]1CC[C@H](NS(=O)(=O)c2ccccc2)[C@@H](CO)O1)NCc1ccccc1F
 : 0.0, 6.0
- C[C@@H]1CN([C@H](C)CO)S(=O)(=O)c2ccc(C#CC(C)(C)O)cc2O[C@H]1CN(C)CC1CCCC1
 : nt, -9.0
- COC(=O)CCCCCCC(=O)N/N=C/c1ccc2c(c1)OCCO2
 : 0.4, 11.2
- COc1ccccc1CCNC(=O)c1cc(-c2ccncc2)nc2ccc(Br)cc12
 : 0.4, -8.2
- C[C@H](CO)N1C[C@H](C)[C@@H](CN(C)C(=O)Nc2cccc3ccccc23)Oc2c(NC(=O)CCCCCC(=O)Nc3ccccc3N)cccc2C1=O
 : 0.9, -16.7
- CC(C)CC#Cc1ccc2c(c1)O[C@@H](CN(C)Cc1cccnc1)[C@@H](C)CN([C@H](C)CO)S2(=O)=O
 : 9.9, 14.9
- C[C@H](CO)N1C[C@H](C)[C@@H](CN(C)S(=O)(=O)c2ccc(F)cc2)Oc2ccc(NC(=O)Cc3ccccc3)cc2CC1=O
 : 1.0, -10.2
- COc1ccc(NC(=O)N(C)C[C@@H]2OCCCC[C@H](C)Oc3ccc(N(C)C)cc3C(=O)N([C@H](C)CO)C[C@H]2C)cc1
 : 1.9, -11.1
- CCCN(C)C[C@H]1Oc2cc(-c3ccc(F)cc3)ccc2S(=O)(=O)N([C@H](C)CO)C[C@H]1C
 : -1.1, -22.7
- O=S(=O)(c1cccc2cccnc12)N1CCN(Cc2ccc(OCCO)cc2)CC1
 : -0.2, -1.3
- CO[C@H](C(=O)N(C)C[C@H]1OCc2ccccc2-c2c(n(C)c3ccccc23)C(=O)N([C@H](C)CO)C[C@@H]1C)c1ccccc1
 : nt, -6.5
- COc1ccc(CN(C)C[C@@H]2OCCCC[C@H](C)Oc3ccc(NC(=O)CCCN(C)C)cc3C(=O)N([C@@H](C)CO)C[C@H]2C)cc1
 : 2.1, nt
- COc1ccc(S(=O)(=O)N[C@@H]2CC[C@@H](CC(=O)N3CCC(Cc4ccccc4)CC3)O[C@@H]2CO)cc1
 : -0.5, 17.4
- COc1cc2c(cc1O)C1Cc3ccc(O)c(OC)c3CN1CC2 (stereo not drawn)
 : -3.0, nt
- Cc1noc(C)c1NC(=O)Nc1ccc2c(c1)C(=O)N([C@H](C)CO)C[C@@H](C)[C@@H](CN(C)CC1CCCCC1)O2
 : 3.1, 16.0
- CC(C)NC(=O)N(C)C[C@@H]1Oc2ccc(NC(=O)CCC(F)(F)F)cc2C(=O)N([C@H](C)CO)C[C@@H]1C
 : 2.7, nt
- COCC#Cc1cnc2c(c1)C(=O)N([C@H](C)CO)C[C@@H](C)[C@@H](CN(C)C(=O)c1cnccn1)O2
 : 0.1, -8.5
- CN1CCN(C(=O)C[C@H]2CC[C@H](NC(=O)Cc3ccccn3)[C@H](CO)O2)CC1
 : -0.6, 3.0
- O=S(=O)(N[C@@H]1CC[C@@H](CCn2cc(C3(O)CCCC3)nn2)O[C@@H]1CO)c1ccc(F)cc1
 : 0.3, 6.0
- O=C(C[C@H]1CC[C@@H](NC(=O)NC2CCCCC2)[C@H](CO)O1)NCc1ccc(Cl)cc1
 : -0.2, -13.9
- COc1ccc(S(=O)(=O)N(C)C[C@@H]2OCCCC[C@@H](C)Oc3ccc(NC(=O)Nc4cccc5ccccc45)cc3C(=O)N([C@@H](C)CO)C[C@@H]2C)cc1
 : -0.4, nt
- Cc1ccc(NC(=O)c2c(NC(=O)CN3CCOCC3)sc3c2CCC3)c(C)c1
 : -0.2, 5.2
- C[C@H]1CN([C@@H](C)CO)C(=O)c2ccccc2-c2ccccc2CO[C@H]1CN(C)Cc1ccccc1
 : -0.3, -24.0
- C[C@H](O)C#Cc1ccc2c(c1)O[C@H](CN(C)Cc1ccc(-c3ccccc3)cc1)[C@H](C)CN([C@@H](C)CO)S2(=O)=O
 : nt, 3.9
- O=C(N1CCOCC1)[C@@]1(CCS(=O)(=O)c2ccccc2)N=C(c2ccc(OCCCO)cc2)O[C@H]1c1ccccc1
 : -0.2, -3.4
- CNC(=O)C1=C[C@H](c2ccc(C(=O)OC)cc2)C[C@H](OCc2ccc(CO)cc2)O1
 : nt, 3.4

Entries from the list above that have a Cl atom (3):
Value order – IDH1 mut inh, EZH2 inh
- COc1cc(S(=O)(=O)NCC2CCCO2)c(OC)cc1Cl (stereo not drawn)
 : -0.4, -9.6
- COc1ccc(NC(=O)N(C)C[C@@H]2Oc3ccc(NS(=O)(=O)c4ccc(Cl)cc4)cc3CC(=O)N([C@@H](C)CO)C[C@H]2C)cc1
 : -0.1, nt
- O=C(C[C@H]1CC[C@@H](NC(=O)NC2CCCCC2)[C@H](CO)O1)NCc1ccc(Cl)cc1
 : -0.2, -13.9

(list continues)
Value order – IDH1 mut inh, EZH2 inh
- CN(CC(=O)O)S(=O)(=O)c1ccc2ccccc2c1
 : -0.1, -4.0
- CC(C)CC#Cc1ccc2c(c1)O[C@H](CN(C)Cc1ccc3c(c1)OCO3)[C@H](C)CN([C@@H](C)CO)S2(=O)=O
 : -0.7, 1.7
- Cc1ccc2nc(-c3cccnc3)cc(C(=O)Nc3sc4c(c3C(N)=O)CCCCCC4)c2c1
 : 0.5, nt
- CO[C@@H]1CN(C)C(=O)c2cc(NS(=O)(=O)c3ccc(F)cc3)ccc2OC[C@H](C)NC[C@H]1C
 : 0.1, 5.1
- CO[C@H]1CN(C)C(=O)c2ccc(NC(=O)c3cccc(F)c3)cc2OC[C@@H](C)NC[C@H]1C
 : -0.1, -2.4
- COc1ccc(-c2cnc3c(c2)C(=O)N([C@H](C)CO)C[C@@H](C)[C@@H](CN(C)C(=O)C2CCOCC2)O3)cc1
 : -2.0, 18.3
- COCC#Cc1cnc2c(c1)C(=O)N([C@@H](C)CO)C[C@H](C)[C@H](CN(C)Cc1ccccc1F)O2
 : 0.0, 35.0
- C[C@H](CO)N1C[C@H](C)[C@H](CN(C)S(C)(=O)=O)Oc2c(cccc2N(C)C)C1=O
 : 1.6, 1.5
- C[C@H](CO)N1C[C@H](C)[C@H](CN(C)C(=O)Nc2ccccc2)Oc2ccc(NC(=O)Nc3cccc4ccccc34)cc2C1=O
 : -0.3, -12.3
- COc1ccc(NC(=O)CSc2c(C)n[nH]c2C)cc1
 : 0.1, -0.5
- O=C(C[C@@H]1CC[C@@H](NC(=O)c2cccc(F)c2)[C@@H](CO)O1)NCCN1CCCC1
 : 0.0, -2.4
- COc1ccc(OCC(=O)Nc2ccc(-c3nc4ccc(C)cc4o3)cc2)cc1
 : 0.3, 2.6
- C[C@@H]1CN([C@@H](C)CO)C(=O)c2cc(N(C)C)ccc2O[C@@H](C)CCCCO[C@@H]1CN(C)C(=O)NC1CCCCC1
 : -2.7, -3.1
- COc1cc(C(=O)NCc2ccco2)cc(OC)c1OC
 : 1.0, -0.2
- C[C@@H]1CN([C@H](C)CO)C(=O)Cc2cc(N(C)C)ccc2O[C@H]1CN(C)CC1CC1
 : -0.4, -3.7
- CC(C)NC(=O)Nc1ccc2c(c1)C(=O)N([C@H](C)CO)C[C@H](C)[C@H](CN(C)Cc1ccc(C(F)(F)F)cc1)OCCCC[C@H](C)O2
 : 0.4, nt
- C[C@H](CO)N1C[C@H](C)[C@@H](CN(C)Cc2ccncc2)Oc2ccc(NS(C)(=O)=O)cc2CC1=O
 : 2.5, 0.9
- CCCC#Cc1ccc2c(c1)O[C@H](CN(C)CC1CCOCC1)[C@H](C)CN([C@H](C)CO)S2(=O)=O
 : -1.7, -3.7
- O=C(/C=C/c1ccc(O)cc1)CC(=O)/C=C/c1ccc(O)cc1
 : 2.0, 1.0
- C[C@H](CO)N1C[C@H](C)[C@H](CN(C)C(=O)Cc2ccccc2)Oc2ncc(C#CCN(C)C)cc2C1=O
 : 0.0, -7.0
- CNC[C@@H]1OCCCC[C@H](C)Oc2ccc(NC(=O)c3ccncc3)cc2C(=O)N([C@H](C)CO)C[C@@H]1C
 : 0.1, 7.4
- COc1ccc(NC(=O)N(C)C[C@H]2Oc3ccc(NC(=O)Cc4cn(C)c5ccccc45)cc3C(=O)N([C@H](C)CO)C[C@H]2C)cc1
 : -1.0, nt
- COCCNC(=O)C[C@H]1CC[C@H](NS(=O)(=O)c2ccc(C)cc2)[C@@H](CO)O1
 : 0.1, -9.8
- C[C@H]1CN([C@@H](C)CO)C(=O)c2cc(NC(=O)CCCCCC(=O)Nc3ccccc3N)ccc2O[C@@H]1CN(C)Cc1ccc2c(c1)OCO2
 : 0.7, -18.3
- CO[C@H]1CN(C)C(=O)c2ccc(NC(=O)C3CC3)cc2OC[C@H](C)N(CCc2ccccc2)C[C@H]1C
 : 0.1, -2.2
- C[C@@H]1CN([C@H](C)CO)S(=O)(=O)c2ccc(-c3ccncc3)cc2O[C@H]1CN(C)C(=O)Nc1ccc(F)cc1
 : 4.7, -15.3
- CCOC(=O)c1c(NC(=O)COc2ccc(C)cc2Br)sc(C)c1C
 : 0.5, -1.7
- CCC(=O)N[C@@H]1C=C[C@H](CC(=O)NCCN2CCCCC2)O[C@H]1CO
 : 0.1, 11.6
- C[C@@H]1CN([C@H](C)CO)C(=O)c2cc(NC(=O)C3CCCCC3)ccc2O[C@@H](C)CCCCO[C@@H]1CN(C)S(C)(=O)=O
 : nt, -6.1
- O=C(C[C@@H]1CC[C@H](NC(=O)c2cccc(F)c2)[C@H](CO)O1)Nc1nccs1
 : -0.2, -9.6

(next part)
canonical_smiles	IDH1 mut inh	EZH2 inh
O=S(=O)(N[C@H]1CC[C@@H](CCn2cc(-c3cccnc3)nn2)O[C@H]1CO)c1ccc(F)cc1	0.3	-3.0
COCC(=O)Nc1ccc2c(c1)C(=O)N(C)C[C@H](OC)[C@@H](C)CN(C(=O)CC1CC1)[C@@H](C)CO2	-0.1	-3.0
CC(=O)c1ccc(NC(=O)CSc2nccn2C)cc1	-0.1	-2.3
C[C@@H]1CN([C@@H](C)CO)C(=O)c2cc(-c3cccnc3)cnc2O[C@@H]1CN(C)C(=O)C1CCCCC1	nt	-6.3
COCC(=O)Nc1ccc2c(c1)OC[C@@H](C)N(C(=O)C1CCCC1)C[C@H](C)[C@H](OC)CN(C)C2=O	nt	-3.9
C[C@@H]1CCCCO[C@H](CN(C)C(=O)Cc2ccccc2)[C@H](C)CN([C@H](C)CO)C(=O)c2cc(N(C)C)ccc2O1	nt	-1.6
CCC(=O)N[C@@H]1CC[C@H](CC(=O)OC)O[C@@H]1CO	0.2	2.8
C[C@H](CO)N1C[C@H](C)[C@@H](CN(C)C(=O)c2ccccc2F)Oc2ncc(C#CC(C)(C)O)cc2C1=O	-2.1	-9.3
CC(C)(C)OC(=O)Nc1ccc(/C=N/NC(=O)c2ccccc2O)cc1	nt	0.3
CO[C@@H]1CN(C)C(=O)c2ccc(NC(=O)C3CC3)cc2OC[C@@H](C)N(Cc2ccncc2)C[C@@H]1C	-0.8	8.9
CO[C@@H](C(=O)N(C)C[C@@H]1OCc2ccccc2-c2ccccc2C(=O)N([C@H](C)CO)C[C@H]1C)c1ccccc1	nt	-0.7
CNC(=O)CN(c1ccc(Br)cc1)S(=O)(=O)c1ccc(C)cc1	0.0	-15.0
C[C@@H]1CN([C@@H](C)CO)C(=O)c2cc(-c3ccc(F)cc3)cnc2O[C@@H]1CN(C)C(=O)c1ccccn1	0.2	nt
CCCC#Cc1ccc2c(c1)O[C@@H](CN(C)C(=O)Nc1ccc(OC)cc1)[C@H](C)CN([C@H](C)CO)S2(=O)=O	-7.7	nt
CNC[C@H]1Oc2c(NC(=O)Nc3cccc4ccccc34)cccc2C(=O)N([C@H](C)CO)C[C@H]1C	0.9	-15.4
C[C@@H]1CN([C@H](C)CO)C(=O)CCCn2cc(nn2)CO[C@H]1CN(C)Cc1ccc(Oc2ccccc2)cc1	nt	14.5
O=C(Nc1ccccc1F)N[C@H]1CC[C@@H](CC(=O)N2CCCCC2)O[C@H]1CO	-0.2	3.3
Cc1ccc(-c2csc3nnc(SCC(=O)N4CCOCC4)n23)cc1	0.9	-16.6
O=C(O)CCCC(=O)Nc1cc(C(=O)O)ccc1Cl	0.4	-3.0
COc1ccc(S(=O)(=O)N(C)C[C@H]2Oc3c(NC(=O)C4CC4)cccc3C(=O)N([C@@H](C)CO)C[C@H]2C)cc1	2.0	nt

Among those listed so far, these contain a COOH group:
canonical_smiles	IDH1 mut inh	EZH2 inh
CN(CC(=O)O)S(=O)(=O)c1ccc2ccccc2c1	-0.1	-4.0
O=C(O)CCCC(=O)Nc1cc(C(=O)O)ccc1Cl	0.4	-3.0

Later entries
canonical_smiles	IDH1 mut inh	EZH2 inh
CCCC#Cc1cnc2c(c1)C(=O)N([C@H](C)CO)C[C@H](C)[C@@H](CN(C)S(=O)(=O)c1ccccc1)O2	2.7	2.5
Cc1noc(C)c1NC(=O)N(C)C[C@@H]1Oc2ccc(NC(=O)Cc3ccccc3)cc2C(=O)N([C@H](C)CO)C[C@H]1C	-0.2	-0.7
O=C(N/N=C/c1cccc(O)c1O)c1ccccn1	nt	23.9
Cc1cc([N+](=O)[O-])ccc1NC(=O)CSc1nnc(-c2ccccc2)o1	0.3	-2.9
C[C@H]1CN([C@@H](C)CO)C(=O)Cc2cc(NS(=O)(=O)c3ccc(F)cc3)ccc2O[C@@H]1CN(C)C(=O)NC1CCCCC1	2.1	5.2
COC(=O)C[C@H]1C[C@H]2c3cc(N)ccc3O[C@H]2[C@@H](CO)O1	-2.4	-1.7
Cc1noc(C)c1NC(=O)N(C)C[C@@H]1Oc2ccc(NC(=O)Cn3cnnn3)cc2CC(=O)N([C@H](C)CO)C[C@H]1C	1.7	nt

Some of the compounds tested. The share of hits here may be higher or lower than overall.
